VIM-2 inh – inhibitors of Pseudomonas aeruginosa VIM-2 metallo-beta-lactamase; AID 1527; purified VIM-2, nitrocefin hydrolysis, epi-absorbance fluorescence; 0.89% of 290,000 active; inhibition, % at 5.6 µM;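 active = inhibition above the mean of all tested compounds plus 3 SD, cutoff set per screening run, cut at about 7.5% in these data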;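 note: red hydrolysis product quenches plate fluorescence so inhibitors raise well fluorescence; 0% = enzyme with DMSO and 100% = DMSO without enzyme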
UBC9 SUMO inh – inhibitors of human SUMOylation (UBC9) | inhibition, % at 35 µM | 0.36% of 290,000 active | P63279 | HTRF SUMOylation assay, SAE1/SAE2 + UBC9, in vitro; in the data active = inhibition above about 50%, passing the limit was not always enough; note: strong numbers were not always called active
Target sequence (P63279 whole entry, looked up): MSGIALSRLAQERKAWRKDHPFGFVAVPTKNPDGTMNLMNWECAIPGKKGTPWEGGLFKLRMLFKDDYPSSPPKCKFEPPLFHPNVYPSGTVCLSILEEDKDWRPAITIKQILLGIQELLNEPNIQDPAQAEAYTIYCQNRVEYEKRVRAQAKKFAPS
NALP1 inh – NALP1 inhibition | S. cerevisiae NALP1/ASC/caspase-1 growth, X-gal OD620, 72 h | 0.61% of 280,000 active | inhibition, % at 10 µM; in the data active = inhibition mostly above about 24%, no sharp cut-off; inactive = mostly below about 32%; note: some compounds called inactive have numbers as strong as hits
MEKK2 WT-MEK5 – raises or lowers MEK5 binding to wildtype human MEKK2 PB1 domain. AID 1531. bead flow cytometry, Alexa488-MEK5 binding to MEKK2 WT; actives lie on both sides. 1.1% of 290,000 active. binding response (% of control), % at 10 µM; in the data active = binding response below about 67% or above about 130%
PfM18AAP inh – blocks P. falciparum M18 aspartyl aminopeptidase. AID 1822. recombinant PfM18AAP, H-Glu-NHMec fluorogenic cleavage. 1.2% of 290,000 active. inhibition, % at 7.35 µM;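 active = inhibition above the campaign mean inhibition over all tested compounds plus 3 SD, cut at about 28% in these data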;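 note: 0% = plate median of test compound wells and 100% = 2 mM ZnCl2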
MEKK2mut PB1 HTS – signal of MEK5 binding to mutant human MEKK2 PB1 domain. bead flow cytometry, Alexa488-MEK5 binding to MEKK2 mutant. percent response, % at 10 µM. 0.35% of 290,000 active. AID 1530; in the data active = percent response above about 24%, passing the limit was not always enough; note: inactives centre near 1; some results filed as inactive read as strong as hits
FID counter – displaces DNA intercalator in HCV helicase counter-screen | DNA fluorescent intercalator displacement, fluorescence | inhibition, % at 7.9 µM | 0.17% of 290,000 active | AID 1845; in the data active = inhibition above about 37%;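 note: 0% = vehicle and 100% = reference compound; higher means more ethidium bromide displaced from hairpin DNA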
NS3 helicase inh – HCV NS3 helicase inhibition. 0.56% of 290,000 active. inhibition, % at 10.9 µM. NS3 helicase DNA unwinding, Cy5 molecular beacon fluorescence;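 active = inhibition above the mean of all tested compounds plus 3 SD, set per campaign, cut at about 35% in these data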;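 note: 0% = DMSO wells and 100% = thioflavine S control wells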
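System: NS3 helicase fragment of HCV / Schedule: 1 h at 25 °C / Control set: DMSO alone as 0% and 110 µM thioflavine S as 100% / Reagent: Cy5/quencher beacon DNA duplex and ATP to start / Technique: Cy5 fluorescence / Replication: singlicate / Evaluation: % inhibition of end-to-start signal ratio versus controls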
IMP-1 inh – blocks Pseudomonas aeruginosa IMP-1 metallo-beta-lactamase; purified IMP-1, nitrocefin hydrolysis, epi-absorbance fluorescence; inhibition, % at 5.6 µM; 0.45% of 290,000 active; AID 1556;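 active = inhibition above the mean plus 3 SD of all compounds in the same screening run, cut at about 4.5% in these data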;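 note: 0% = IMP-1 with DMSO and 100% = DMSO wells lacking enzyme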
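Assay system: purified recombinant IMP-1 beta-lactamase. Input: IMP-1 0.2 nM before substrate addition. Buffer or medium: Zinc- and detergent-supplemented HEPES buffer, pH 7.1. Schedule: 25 °C, 15 min preincubation, 25 min reaction. Signal: Epi-absorbance fluorescence, 480 nm excitation, 530 nm emission. Evaluation: percent inhibition from optical density relative to buffer-blank wells.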
Numbers without * were called inactive; nt = no result given; [ ] = another dose, or the depositor's remark.

SMILES	VIM-2 inh	UBC9 SUMO inh	NALP1 inh	MEKK2 WT-MEK5	PfM18AAP inh	MEKK2mut PB1 HTS	FID counter	NS3 helicase inh	IMP-1 inh
O=C1Nc2ccccc2C12Nc1ccccc1S2 (stereo not drawn)	-0.5	9	-5	99	22	-3	-5	3	-1.3
COc1cc(NC(=O)CN2C(=O)NC(C)(CC(C)C)C2=O)cc(OC)c1 (stereo not drawn)	-1.7	-7	32	101	-15	-1	-4	-4	-1.8
CCCCOC(=O)c1cccc(NC(=O)CC)c1	-2.1	0	1	101	0	4	-13	9	-1.3
COc1ccc(/C(N)=N/OC(=O)C2CCC(=O)N2S(=O)(=O)c2ccc(C)cc2)cc1OC (stereo not drawn)	-0.4	16	28	94	3	-2	-23	-1	-4.9
COc1cccc(-c2cc(C(F)(F)F)nc(N3CCN(c4ccccc4)CC3)n2)c1	-3.0	-18	1	103	0	2	3	9	-3.9
CCOC(=O)N1CCN(C(=O)c2cn(CC)c3ccc(S(=O)(=O)N4CCCC4)cc3c2=O)CC1	-3.8	15	7	99	-4	-3	-19	0	-1.7
Cc1ccc2oc(=O)c3cnn(CC(=O)N4CCCCCC4)c3c2c1	-4.3	-10	-9	116	1	5	-9	-3	-4.1
CC12CCC(C(=O)NCc3ccc(Cl)cc3)(OC1=O)C2(C)C (stereo not drawn)	-3.6	-5	14	89	-8	-6	-9	8	-2.9
COc1ccccc1N(CC(O)CN1CCCC1)S(=O)(=O)c1ccccc1 (stereo not drawn)	-2.7	-8	2	97	-2	4	0	-4	-8.1
COCCN(C(=O)COC(=O)C1(C)CC1(Cl)Cl)c1c(N)n(Cc2ccccc2)c(=O)[nH]c1=O (stereo not drawn)	-2.8	-2	-1	103	-5	4	-34	-4	-5.2
CCN(CC)S(=O)(=O)c1ccc(N2CCOCC2)c(NC(=O)CCOc2ccccc2)c1	-3.4	13	nt	105	2	12	-45	-3	-3.5
CC(=O)/C(=N/Nc1cccc(Cl)c1)N1CCOCC1	-2.0	12	9	99	-7	1	-2	3	2.0
CSCCNC(=O)c1cccc(Cl)c1	0.7	14	5	99	-10	0	3	2	0.3
COC(=O)c1ccc(Cn2nnc3ccccc3c2=O)o1	3.0	26	3	95	5	-2	-2	1	1.6
Oc1c(Cl)cc(Cl)cc1C=Nc1ccc(N2CCOCC2)cc1	0.4	-7	24	89	-2	-3	9	24	-3.1
CSc1nc(C)c2c(n1)N(c1ccc(C(F)(F)F)cc1)CC2	-5.8	4	4	98	1	4	3	2	-2.6
Cc1cc(C)c(S(=O)(=O)N2CCOC2CNC(=O)C(=O)NCc2cccnc2)c(C)c1 (stereo not drawn)	-0.9	-5	24	103	2	9	-27	-6	-1.9
CCn1cc(C2=NCCO2)c2ccccc21	-0.7	19	10	107	0	7	4	5	-4.0
O=S(=O)(c1cnc[nH]1)N1CCN(c2ccc(F)cc2)CC1	-0.1	3	-1	79	-6	-8	0	7	-1.7
Cc1cccn2c(=O)c3cc(C(=O)NC4CCCC4)n(C)c3nc12	14*	34	25	104	-2	3	-29	14	-0.9
O=C(COC(=O)c1cnccn1)NCc1ccccc1	-1.4	12	-4	90	7	-6	5	-6	-1.7
COc1ccc(-c2nn(-c3ccccc3)cc2C(=O)N/N=C/c2ccc([N+](=O)[O-])o2)cc1	-2.2	32	17	94	-6	-1	-8	13	-2.0
Nc1cc(Cl)nnc1Cl	0.2	10	13	99	-8	6	-4	0	-1.8
Cn1nc(-c2ccccc2)c(-c2nc(-c3ccccc3Cl)no2)c1Cl	-3.0	-4	12	102	-7	-2	-5	-1	-3.2
Cc1ccccc1Cn1cc(S(=O)(=O)CC(=O)N2CCCCC2)c2ccccc21	-3.1	16	-32	91	0	5	-4	1	-0.1

(continued)
SMILES	VIM-2 inh	UBC9 SUMO inh	NALP1 inh	MEKK2 WT-MEK5	PfM18AAP inh	MEKK2mut PB1 HTS	FID counter	NS3 helicase inh	IMP-1 inh
CCCn1nnnc1NC(=O)COc1ccc(Br)cc1	-3.9	9	6	105	5	-5	-7	-1	-4.6
CC1(C)CC(=O)CC(=Nc2ccc(C(=O)O)cc2)C1	-1.2	10	-2	104	3	0	-12	9	-5.9
CC(C)CC1NC(=S)N(Cc2ccccc2)C1=O (stereo not drawn)	-4.6	9	33	96	1	-2	-10	13	-2.9
Cc1cccc(N2CCN(Cc3nc(-c4cccc(Cl)c4)oc3C)CC2)n1	2.2	2	14	101	-16	-8	1	-8	-0.1
CC(C)Oc1cccc(C(=O)NC(=S)Nc2cccc(NC(=O)c3ccccc3Cl)c2)c1	-0.6	0	11	91	4	3	-3	11	-2.6
CCOc1ccc(S(=O)(=O)N(CC)CC(=O)NCc2cccnc2)cc1	0.5	-6	32	100	1	-4	-13	17	-2.9
CCOC(=O)CSc1nnc(NC(=O)C2CC(=O)N(c3ccc(F)cc3)C2)s1 (stereo not drawn)	-3.1	14	7	103	0	-2	-28	13	-0.2
Cc1cccc(C)c1NC(=O)CN(C)C(=O)c1cccc(S(=O)(=O)N2CCN(c3ccccc3)CC2)c1	-3.4	13	-4	102	-17	8	-36	2	-2.0
CC1CCCCN1C(=O)COC(=O)C1CCN(S(=O)(=O)c2c(Cl)cccc2Cl)CC1 (stereo not drawn)	-0.8	3	12	101	5	0	-42	-1	-1.2
CN1CCN(c2ccccc2NC(=O)c2ccc(N3CCOCC3)c([N+](=O)[O-])c2)CC1	-1.9	0	21	122	-5	11	15	-10	-1.1
O=C(Oc1coc(CSc2ncccn2)cc1=O)c1cccs1	-0.7	9	3	98	6	-2	3	-3	-3.3
CCCCNC(=O)c1cccc(C(=O)NCCCC)c1	-2.9	17	12	109	2	14	-8	1	-7.1
CCOC(=O)Cc1c(C)nc2c(-c3ccc(Cl)cc3)c(C)[nH]n2c1=O	0.1	16	-10	94	1	1	4	5	-2.7
Cc1ccc(OC(=O)c2cccnc2)cc1	1.1	-7	11	56*[inhibitor]	-6	-14	-2	-2	-1.2
Cc1cc2c3c(c1C)C1(C(=O)N3C(C)(C)CC2C)C(C#N)=C(N)OC2=C1C(=O)CC(C)(C)C2 (stereo not drawn)	-0.8	31	26	86	-6	-2	-9	-5	-0.4
CCCn1c(SCC(=O)Nc2cccc(C)n2)nc2c1c(=O)n(C)c(=O)n2C	-0.7	10	0	93	-11	-8	1	6	-0.4
CCOc1ccc(NC(=O)CN(C2CCCCC2)S(C)(=O)=O)cc1	-2.1	-5	-6	99	2	2	-9	1	-4.0
COc1ccc(N(CC(=O)NCc2ccco2)S(=O)(=O)c2ccccc2)cc1	-0.1	1	1	85	-18	-7	-15	-20	-1.4
Cc1cc2[nH]c(=O)c(=O)[nH]c2cc1S(=O)(=O)Nc1cccc(Cl)c1	-3.1	6	6	108	2	9	-9	2	-3.8
COc1ccc(-n2nc(C(=O)NCC(=O)NCc3cccc(F)c3)c3ccccc3c2=O)cc1Cl	-0.4	7	28	100	-10	-2	-17	5	-0.2
N=C1/C(=C\c2ccc(-c3cc(Cl)cc(Cl)c3)o2)C(=O)N=C2SC=C(c3ccccc3)N12	-2.1	38	33	101	-2	-3	4	27	-1.3
CCCCC1=CC2=CC(=O)C(C)(OC(=O)CC)C(=O)C2=CN1Cc1ccc(OC)cc1 (stereo not drawn)	nt	0	-13	92	nt	-5	nt	nt	nt
COc1cc(/C=N/NC(=O)c2sc3nc(C)cc(C)c3c2N)ccc1O	-1.8	4	nt	91	10	-29	-10	-6	-3.3
O=C(NC1CCCCNC1=O)c1ccccc1 (stereo not drawn)	-1.3	17	nt	116	-7	22	-3	10	-3.2
COc1cc2c3c(c1)C(C)=CC(C)(C)N3C(=O)C2=O	2.5	9	5	102	5	-2	2	-2	-0.4

Further records follow:
SMILES	VIM-2 inh	UBC9 SUMO inh	NALP1 inh	MEKK2 WT-MEK5	PfM18AAP inh	MEKK2mut PB1 HTS	FID counter	NS3 helicase inh	IMP-1 inh
Cc1cc2ccccc2cc1CN1CCOCC1	-0.4	4	0	100	-3	-1	1	-13	-4.9
C=CCc1ccc(OCCN2CCc3ccccc3C2)c(OC)c1	-1.8	25	4	108	-1	5	6	-14	-1.1
OC(COc1ccc2c(c1)OCO2)CN1CCCCC1 (stereo not drawn)	-2.9	5	4	92	-6	-2	-5	0	-3.5
COc1ccc(/C=C/C(=O)Nc2nonc2NC(C)=O)cc1	-1.5	8	29	105	-7	13	-2	4	-2.8
O=C1CCCN1CC(O)CS(=O)(=O)c1ccccc1 (stereo not drawn)	-1.1	4	5	102	-5	0	-2	0	-1.3
CN(Cc1ccccc1)c1nc(-c2ccc([N+](=O)[O-])cc2)nc2ccccc12	-5.4	17	12	104	-7	7	2	-2	-0.6
O=C(CN1CCOCC1)Nc1ccc(N2CCN(c3ccccc3)CC2)c(F)c1	-2.9	8	8	100	5	-1	-8	6	-2.6
O=C1CSC(c2ccccn2)N1c1ccc2ccccc2c1 (stereo not drawn)	0.8	5	22	97	-1	1	-3	-3	-1.6
Cc1cc(C)c(OCCCn2ccnc2)c(C)c1	1.2	8	10	105	-12	1	2	-16	0.3

Already shown: an excerpt of the list.
SMILES	VIM-2 inh	UBC9 SUMO inh	NALP1 inh	MEKK2 WT-MEK5	PfM18AAP inh	MEKK2mut PB1 HTS	FID counter	NS3 helicase inh	IMP-1 inh
Cc1cc2[nH]c(=O)c(=O)[nH]c2cc1S(=O)(=O)Nc1cccc(Cl)c1	-3.1	6	6	108	2	9	-9	2	-3.8
COc1ccc(-n2nc(C(=O)NCC(=O)NCc3cccc(F)c3)c3ccccc3c2=O)cc1Cl	-0.4	7	28	100	-10	-2	-17	5	-0.2
N=C1/C(=C\c2ccc(-c3cc(Cl)cc(Cl)c3)o2)C(=O)N=C2SC=C(c3ccccc3)N12	-2.1	38	33	101	-2	-3	4	27	-1.3
CCCCC1=CC2=CC(=O)C(C)(OC(=O)CC)C(=O)C2=CN1Cc1ccc(OC)cc1 (stereo not drawn)	nt	0	-13	92	nt	-5	nt	nt	nt
COc1cc(/C=N/NC(=O)c2sc3nc(C)cc(C)c3c2N)ccc1O	-1.8	4	nt	91	10	-29	-10	-6	-3.3
O=C(NC1CCCCNC1=O)c1ccccc1 (stereo not drawn)	-1.3	17	nt	116	-7	22	-3	10	-3.2
COc1cc2c3c(c1)C(C)=CC(C)(C)N3C(=O)C2=O	2.5	9	5	102	5	-2	2	-2	-0.4
Cc1cc2ccccc2cc1CN1CCOCC1	-0.4	4	0	100	-3	-1	1	-13	-4.9
C=CCc1ccc(OCCN2CCc3ccccc3C2)c(OC)c1	-1.8	25	4	108	-1	5	6	-14	-1.1
OC(COc1ccc2c(c1)OCO2)CN1CCCCC1 (stereo not drawn)	-2.9	5	4	92	-6	-2	-5	0	-3.5
COc1ccc(/C=C/C(=O)Nc2nonc2NC(C)=O)cc1	-1.5	8	29	105	-7	13	-2	4	-2.8
O=C1CCCN1CC(O)CS(=O)(=O)c1ccccc1 (stereo not drawn)	-1.1	4	5	102	-5	0	-2	0	-1.3
CN(Cc1ccccc1)c1nc(-c2ccc([N+](=O)[O-])cc2)nc2ccccc12	-5.4	17	12	104	-7	7	2	-2	-0.6

Screening data from PubChem.
